Screening data as filed in PubChem.
TWEAK Fn14 block: inhibitors of TWEAK-Fn14 interaction signaling | TWEAK-stimulated Fn14 reporter cells, luciferase luminescence, 8 h | inhibition, % at 10 µM | 360,000 tested, 2% active | AID 1159606; in the data active = inhibition above about 50%
NR2E3 ag-1: activates human NR2E3 receptor. CHO-S Gal4-NCOR/VP16-NR2E3 two-hybrid, luciferase. 360,000 tested, 0.35% active. Q9Y5X4. AID 602229. inhibition of corepressor binding, % at 3.98 µM;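 active = inhibition above the mean of all tested compounds plus 3 SD, cut at about 70% in these data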;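 also: 0% = DMSO with NR2E3 transfected cells and 100% = cells lacking NR2E3 construct; higher means lower luciferase signal from less NR2E3 corepressor binding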
Target sequence (Q9Y5X4 whole entry, looked up, the tested form may be a part): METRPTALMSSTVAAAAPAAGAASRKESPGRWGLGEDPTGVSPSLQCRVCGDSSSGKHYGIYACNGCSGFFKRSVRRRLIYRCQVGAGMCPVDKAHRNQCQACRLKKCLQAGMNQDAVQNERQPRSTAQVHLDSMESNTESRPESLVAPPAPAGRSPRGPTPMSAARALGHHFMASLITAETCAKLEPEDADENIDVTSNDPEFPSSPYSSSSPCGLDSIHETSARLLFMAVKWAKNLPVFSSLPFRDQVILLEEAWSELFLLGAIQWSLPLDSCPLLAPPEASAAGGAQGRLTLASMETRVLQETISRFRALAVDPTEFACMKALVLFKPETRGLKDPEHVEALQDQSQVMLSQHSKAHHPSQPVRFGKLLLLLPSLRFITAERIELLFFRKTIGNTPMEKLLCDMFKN
HIF-2a inh: HIF-2a inhibition. 786-0 RCC cells HIF-2a reporter, luciferase luminescence, overnight. inhibition, % at 18.8 µM. 360,000 tested, 0.72% active. AID 624352;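 active = inhibition of the luminescence signal of 40% or more relative to plate controls, in a single-dose primary screen at 18.75 µM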
iPSC survival up: increases survival of single human iPS cells; survival enhancement, % at 20 µM; hiPSC single-cell survival, ATPlite luminescence; 100% = ROCK inhibitor wells, 0% = DMSO; AID 602274; 360,000 tested, 0.044% active; in the data active = survival enhancement above about 18%;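 also: cells exposed to compounds for 16 hours before the ATP read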
Peg3 prom inh: inhibitors of Peg3 promoter; HeLa PEG-Prom luciferase reporter, luminescence, overnight; inhibition, % at 20 µM; 360,000 tested, 1.7% active; AID 588405;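 active = inhibition of at least 50% at 20 µM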
NR2E3 ag-2: agonists of human nuclear receptor NR2E3. Q9Y5X4. GST-NR2E3/biotin-RetCOR TR-FRET, 1536-well. inhibition of corepressor binding, % at 4.78 µM. 320,000 tested, 0.12% active. AID 2300;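 active = percent inhibition above the cutoff of mean plus 3 SD of all tested compounds, set per screening campaign, cut at about 20% in these data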;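 also: 0% = DMSO wells and 100% = biotin wells as full block of FRET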
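Material: NR2E3–RetCOR corepressor complex / Amount: 1.35 nM GST-NR2E3 / Medium: Tris pH 7.5 / Compound: single nominal compound dose of 4.8 µM / Incubation: 5 h at 4 °C / Technique: TR-FRET, Eu(K)-anti-GST donor, streptavidin-D2 acceptor, ex 340, em 617/671 nm / Read-out basis: percent loss of FRET ratio relative to control wells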
Shn3 3UTR inh: inhibitors of Schnurri-3 3'UTR reporter in osteoblasts; 360,000 tested, 0.52% active; AID 588674; Clone20 osteoblast Shn3 3'UTR firefly luciferase, 24 h; inhibition, % at 12.5 µM;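 active = mean inhibition of at least 75% with every replicate also reaching 75%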;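 also: 0% = median of neutral control wells and 100% = pilot-screen positive control compound; some compounds past the cut are filed as inactive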
aDG glyco act: increases alpha dystroglycan glycosylation; AID 624168; Pro5-aDG cells, alpha-DG glycosylation AlphaScreen (IIH6); 0% Pro5, 100% B10-LARGE cell signal; activation, % at 10 µM; 360,000 tested, 0.22% active;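 active = activation of at least 8% versus controls, or a plate z-score of at least 8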;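 also: Pro5 are CHO cells carrying HIG-tagged alpha-DG that lacks glycosylation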
CF NFkB block: cystic fibrosis NF-kB activation inhibition. KKLEB NF-kB-GFP reporter, PAF-induced, GFP fluorescence overnight. inhibition, % at 5 µM. 360,000 tested, 0.86% active. AID 588850;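 active = at least 50% inhibition at 5 µM, scaled per plate between neutral and stimulator controls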;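 also: PAF is a Pseudomonas aeruginosa culture filtrate used as stimulus; plate controls were PAF-stimulated DMSO wells for no effect and unstimulated DMSO wells for full effect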
MITF TRPM1 inh: MITF TRPM1 promoter inhibition in SK-MEL-5 cells | 330,000 tested, 0.83% active | SK-MEL-5 TRPM1 promoter luciferase, 24 h | inhibition, % at 12.5 µM;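 active = mean inhibition across replicates of 60% or more, whatever share of single replicates reaches that level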; also: values of inactives mirror those of a sister screen read the other way
KKLEB cytotox: counter-screen for CF NF-kB inhibitors: cytotoxicity. KKLEB CF airway cells viability, ATPlite luminescence, overnight; hits give low values; cells stimulated with P. aeruginosa culture filtrate. activity change (cytotoxicity), % at 5 µM. 360,000 tested, 0.36% active. AID 602141;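 active = corrected activity change at or below -50% at 5 µM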
* marks the source's active call; other numbers are inactive results; & = joins results of further samples. Rows are unselected; about 4.4% have a hit in one of these screens.

Results for COC(=O)CCN(C(=O)c1ccc([N+](=O)[O-])cc1)c1ccccn1 ?
TWEAK Fn14 block: -16; NR2E3 ag-1: 9; HIF-2a inh: 21; iPSC survival up: -0.1; Peg3 prom inh: 15; NR2E3 ag-2: 4; Shn3 3UTR inh: -7; aDG glyco act: -0.1; CF NFkB block: -8; MITF TRPM1 inh: -7; KKLEB cytotox: 0

What do the screens show for `CN(C)CCCN(C(=O)c1cccs1)c1nc2cc3c(cc2s1)OCO3`?
TWEAK Fn14 block: -28; NR2E3 ag-1: -21; HIF-2a inh: -53; iPSC survival up: -0.4; Peg3 prom inh: -66; NR2E3 ag-2: 0; Shn3 3UTR inh: -20; aDG glyco act: 0.4; CF NFkB block: -24; MITF TRPM1 inh: 6; KKLEB cytotox: 4

Results for CC(CN1C(C)CCCC1C)OC(=O)c1ccc(Cl)cc1Cl (stereo not drawn) ?
TWEAK Fn14 block: -1; NR2E3 ag-1: 3; HIF-2a inh: 16; iPSC survival up: -0.8; Peg3 prom inh: -4; NR2E3 ag-2: 5; Shn3 3UTR inh: 0; aDG glyco act: -0.1; CF NFkB block: -14; MITF TRPM1 inh: -9; KKLEB cytotox: 5

What do the screens show for `Cc1ccc(NS(=O)(=O)c2cc(C(=O)N3CCCC3)ccc2C)cc1C`?
TWEAK Fn14 block: 1; NR2E3 ag-1: -32; HIF-2a inh: 20; iPSC survival up: -0.6; Peg3 prom inh: 3; NR2E3 ag-2: 1; Shn3 3UTR inh: 11; aDG glyco act: 0.7; CF NFkB block: 13; MITF TRPM1 inh: 4; KKLEB cytotox: -15

Results for Cc1ccc(NC(=O)c2cc(-c3cccs3)nc3ccccc23)nc1 ?
TWEAK Fn14 block: 14; NR2E3 ag-1: -3; HIF-2a inh: -6; iPSC survival up: 1.1; Peg3 prom inh: 41; NR2E3 ag-2: -3; Shn3 3UTR inh: 34; aDG glyco act: -0.3; CF NFkB block: -3; MITF TRPM1 inh: 1; KKLEB cytotox: 0

Results for O=C(c1cccc(-c2ccco2)c1)N1CCCC(N2CCN(c3ccc(F)cc3)CC2)C1 (stereo not drawn) ?
TWEAK Fn14 block: 6; NR2E3 ag-1: 7; HIF-2a inh: 5; iPSC survival up: 0.2; Peg3 prom inh: 18; NR2E3 ag-2: 1; Shn3 3UTR inh: 28; aDG glyco act: 0.4; CF NFkB block: -5; MITF TRPM1 inh: 6; KKLEB cytotox: -2

How did Cc1ccc(-n2ncc(N(C)C)c(Cl)c2=O)cc1 do in these assays?
TWEAK Fn14 block: 55*; NR2E3 ag-1: -158; HIF-2a inh: -78; iPSC survival up: -2.3; Peg3 prom inh: -58; NR2E3 ag-2: 0; Shn3 3UTR inh: -5; aDG glyco act: -0.1; CF NFkB block: -12; MITF TRPM1 inh: -8; KKLEB cytotox: -3

Results for O=C(c1ccco1)N1N=C(c2ccc(Br)cc2)CC1c1ccco1 (stereo not drawn) ?
TWEAK Fn14 block: -9; NR2E3 ag-1: -16; HIF-2a inh: -57; iPSC survival up: -1.6; Peg3 prom inh: -6; NR2E3 ag-2: -3; Shn3 3UTR inh: 4; aDG glyco act: 0.3; CF NFkB block: 12; MITF TRPM1 inh: 4; KKLEB cytotox: 0

What do the screens show for `O=[N+]([O-])c1ccc(S(=O)(=O)Nc2ccc(S(=O)(=O)N3CCCC3)cc2)cc1`?
TWEAK Fn14 block: 2; NR2E3 ag-1: 4; HIF-2a inh: 6; iPSC survival up: -0.6; Peg3 prom inh: 11; NR2E3 ag-2: 2; Shn3 3UTR inh: 21; aDG glyco act: -0.2; CF NFkB block: 0; MITF TRPM1 inh: 15; KKLEB cytotox: -3

How did CC(C)CN(C(=O)COC(=O)c1c2c(nc3ccccc13)CCC2)c1c(N)n(Cc2ccccc2)c(=O)[nH]c1=O do in these assays?
TWEAK Fn14 block: 18; NR2E3 ag-1: -8; HIF-2a inh: 40; iPSC survival up: -0.4; Peg3 prom inh: 13; NR2E3 ag-2: 1; Shn3 3UTR inh: -16; aDG glyco act: -0.2; CF NFkB block: -25; MITF TRPM1 inh: 12; KKLEB cytotox: -11

Results for CCC1CCc2sc(C(=O)N(C)CC(=O)Nc3ccc(OC)cc3)cc2C1 (stereo not drawn) ?
TWEAK Fn14 block: 1; NR2E3 ag-1: 2; HIF-2a inh: 2; iPSC survival up: -0.5; Peg3 prom inh: 0; NR2E3 ag-2: -2; Shn3 3UTR inh: 6; aDG glyco act: -0.1; CF NFkB block: -6; MITF TRPM1 inh: -2; KKLEB cytotox: -12

How did Clc1ccc(-c2nnc(NCCN3CCCC3)c3ccccc23)cc1 do in these assays?
TWEAK Fn14 block: -17; NR2E3 ag-1: -24; HIF-2a inh: 18; iPSC survival up: 0.1; Peg3 prom inh: -2; NR2E3 ag-2: 2; Shn3 3UTR inh: 4; aDG glyco act: 0.2; CF NFkB block: -14; MITF TRPM1 inh: -7; KKLEB cytotox: -1

What do the screens show for `OCCNCCCCCOc1ccc(F)cc1`?
TWEAK Fn14 block: 6; NR2E3 ag-1: -5; HIF-2a inh: 1; iPSC survival up: 2.1; Peg3 prom inh: -3; NR2E3 ag-2: 1; Shn3 3UTR inh: 2; aDG glyco act: 0.0; CF NFkB block: 9; MITF TRPM1 inh: 6; KKLEB cytotox: 4

How did CCCC(=O)c1c(NC)cc(C)oc1=O do in these assays?
TWEAK Fn14 block: 3; NR2E3 ag-1: -4; HIF-2a inh: 10; iPSC survival up: -0.4; Peg3 prom inh: -5; NR2E3 ag-2: 7; Shn3 3UTR inh: -7; aDG glyco act: -0.3; CF NFkB block: 4; MITF TRPM1 inh: -7; KKLEB cytotox: 5

How did COCCCNCC(=O)c1c(N)n(Cc2ccccc2)c(=O)n(C)c1=O do in these assays?
TWEAK Fn14 block: 11; NR2E3 ag-1: 13; HIF-2a inh: 3; iPSC survival up: -0.4; Peg3 prom inh: 3; NR2E3 ag-2: 0; Shn3 3UTR inh: -1; aDG glyco act: 0.1; CF NFkB block: -12; MITF TRPM1 inh: 3; KKLEB cytotox: 12

What do the screens show for `O=C(NCC(c1ccco1)N1CCc2ccccc21)c1cccc([N+](=O)[O-])c1` (stereo not drawn)?
TWEAK Fn14 block: 8; NR2E3 ag-1: 16; HIF-2a inh: 10; iPSC survival up: 0.9; Peg3 prom inh: 15; NR2E3 ag-2: 1; Shn3 3UTR inh: 12; aDG glyco act: 0.0; CF NFkB block: -4; MITF TRPM1 inh: 2; KKLEB cytotox: 1

What do the screens show for `CSc1ccccc1OCc1cc(C(=O)N2CCNC(=O)C2)no1`?
TWEAK Fn14 block: 1; NR2E3 ag-1: -25; HIF-2a inh: -40; iPSC survival up: 0.2; Peg3 prom inh: -31; NR2E3 ag-2: 8; Shn3 3UTR inh: -11; aDG glyco act: -0.2; CF NFkB block: -17; MITF TRPM1 inh: -21; KKLEB cytotox: 6

What do the screens show for `CCOC(=O)C1=C(O)C(=O)N(Cc2ccc(C(C)(C)C)cc2)CC1`?
TWEAK Fn14 block: -19; NR2E3 ag-1: -12; HIF-2a inh: 15; iPSC survival up: -0.3; Peg3 prom inh: 20; NR2E3 ag-2: 0; Shn3 3UTR inh: 14; aDG glyco act: 0.0; CF NFkB block: 15; MITF TRPM1 inh: 5; KKLEB cytotox: -6

Results for COc1ccc2c(COC(=O)c3cccc(S(=O)(=O)NCC(C)C)c3)cc(=O)oc2c1 ?
TWEAK Fn14 block: 29; NR2E3 ag-1: -16; HIF-2a inh: -16; iPSC survival up: 0.2; Peg3 prom inh: 0; NR2E3 ag-2: 0; Shn3 3UTR inh: 6; aDG glyco act: 0.6; CF NFkB block: 3; MITF TRPM1 inh: -6; KKLEB cytotox: 5

Results for Cc1ccc(S(=O)(=O)NCCCC(=O)C=[N+]=[N-])cc1 ?
TWEAK Fn14 block: 3; NR2E3 ag-1: -11; HIF-2a inh: 11; iPSC survival up: 2.0; Peg3 prom inh: 18; NR2E3 ag-2: -1; Shn3 3UTR inh: -7; aDG glyco act: 0.0; CF NFkB block: -4; MITF TRPM1 inh: 0; KKLEB cytotox: 6

What do the screens show for `COc1ccc(CN(CCC(c2ccc(F)cc2)C2CCOC(C)(C)C2)C(=O)c2ccco2)cc1` (stereo not drawn)?
TWEAK Fn14 block: 27; NR2E3 ag-1: -23; HIF-2a inh: 2; iPSC survival up: -1.4; Peg3 prom inh: 51*; NR2E3 ag-2: 1; Shn3 3UTR inh: 8&14; aDG glyco act: -0.6; CF NFkB block: 74*; MITF TRPM1 inh: 10; KKLEB cytotox: -15

What do the screens show for `Clc1ccc(-c2nc3c4ccccc4ccn3c2Cc2cccc(Cl)c2)cc1`?
TWEAK Fn14 block: -12; NR2E3 ag-1: -21; HIF-2a inh: -33; iPSC survival up: 1.1; aDG glyco act: 1.1

Results for COC(=O)C(Cc1ccccc1)NC(=O)CNS(=O)(=O)c1ccc(Br)cc1 (stereo not drawn) ?
TWEAK Fn14 block: 12; NR2E3 ag-1: -19; HIF-2a inh: 3; iPSC survival up: 1.0; Peg3 prom inh: 7; NR2E3 ag-2: 6; Shn3 3UTR inh: -3; aDG glyco act: 0.1; CF NFkB block: 6; MITF TRPM1 inh: -4; KKLEB cytotox: 6

Results for CCN1C(=O)c2cccc3c(S(=O)(=O)N4CCC(C)CC4)ccc1c23 ?
TWEAK Fn14 block: 7; NR2E3 ag-1: 7; HIF-2a inh: -50; iPSC survival up: -0.4; Peg3 prom inh: -1; NR2E3 ag-2: 5; Shn3 3UTR inh: -7; aDG glyco act: 0.1; CF NFkB block: -124; MITF TRPM1 inh: 16; KKLEB cytotox: -10

What do the screens show for `COc1cccc(NC(=O)COC(=O)c2c(F)cccc2F)c1`?
TWEAK Fn14 block: -12; NR2E3 ag-1: -8; HIF-2a inh: -20; iPSC survival up: 3.8; Peg3 prom inh: -12; NR2E3 ag-2: -2; Shn3 3UTR inh: 11; aDG glyco act: -0.3; CF NFkB block: -8; MITF TRPM1 inh: 11; KKLEB cytotox: 10

Results for COc1cc(CNCCCN2CCOCC2)ccc1OCC(=O)Nc1cccc(C(F)(F)F)c1 ?
TWEAK Fn14 block: 8; NR2E3 ag-1: -2; HIF-2a inh: 2; iPSC survival up: -5.0; Peg3 prom inh: 12; NR2E3 ag-2: -3; Shn3 3UTR inh: -3; aDG glyco act: 2.6; CF NFkB block: 19; MITF TRPM1 inh: 43; KKLEB cytotox: -16

Results for Cc1cccc(NC(=O)CCN2C(=O)C3C4CCC(C4)C3C2=O)c1C (stereo not drawn) ?
TWEAK Fn14 block: 9; NR2E3 ag-1: -13; HIF-2a inh: 9; iPSC survival up: -0.2; Peg3 prom inh: -1; NR2E3 ag-2: 2; Shn3 3UTR inh: 4; aDG glyco act: -0.2; CF NFkB block: -2; MITF TRPM1 inh: 6; KKLEB cytotox: 2
